Bioassay records as filed in PubChem BioAssay.
DENV2 CPE rescue: inhibitors of DENV2 cytopathic effect, primary screen, cell-based, plate reader, single concentration; DENV2-infected cells, cytopathic effect rescue; CPE inhibition, % at 9.99 µM; 1.7% of 350,000 active; AID 651640, 2012; in the data active = CPE inhibition above about 20%, passing the limit was not always enough; inconclusive = no clear call, values can overlap the other calls; tested in BHK-21 cells;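 note: 0% = median of neutral control wells and 100% = median of positive control wells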
FN deposit inh: inhibitors of fibronectin matrix deposition, primary screen, AH1F cells, Alexa488-fibronectin fluorescence, plate reader; AH1F fibroblasts, overnight; inhibition, % at 12.6 µM; 0.086% of 350,000 active; AID 743247, 2014;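 active = mean inhibition across replicates of 30% or more, regardless of how many single replicates reach that level; inconclusive = mean under 30% yet at least half of replicates reach 30%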;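 note: positive control wells lacked labelled fibronectin entirely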
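Material – AH1F fibroblast monolayer, labelled fibronectin deposition · Reagent – labelled fibronectin 24 nM · Timing – 1 h adhesion, overnight exposure · Measured by – fluorescence at 485 nm excitation, 525 nm emission · Read-out – inhibition of fibronectin deposition signal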
PAX8 inh HTS: inhibitors of PAX8-driven TPO luciferase reporter, primary screen, RMG-I cells, single concentration | SteadyGlo, 24 h | 1.2% of 360,000 active | AID 652154, 2013 | inhibition, % at 12.6 µM;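 active = mean replicate inhibition at least 60% with every replicate also reaching 60%; inconclusive = only one of the two criteria is met; inactive = mean below 60% and not all replicates reaching 60%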;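 note: luciferase light reporting Pax8 driven TPO promoter activity; plate controls were median of neutral control wells for no effect and mitoxantrone controls for full effect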
F508del corr: F508del CFTR correction, initial screen, CFBE line, single point. CFBE cells, YFP halide quenching; stimulated with forskolin plus potentiator P3; % fluorescence drop versus neutral controls. activity (quench increase), % at 7.58 µM. 0.36% of 350,000 active. AID 720511, 2013;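 active = mean added fluorescence quench of at least 8% versus neutral control, with both replicates also reaching 8%; inconclusive = only one of the mean or replicate conditions met; inactive = mean below 8% and not both replicates reaching 8%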;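 note: cells transiently co-express mutant CFTR-F508del with the halide-sensitive YFP; corrector assay measuring rescue of mutant channel to the surface after 24 h compound exposure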
EWS-Fli inh: EWS/Fli-driven NR0B1 reporter inhibitors, primary screen, A673 cells, NR0B1 luciferase, luminescence, MLPCN library. AID 651661, 2012. inhibition, % at 12.6 µM. viability-normalised. 0.67% of 350,000 active;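 active = mean inhibition of at least 50% after viability correction, with every replicate also passing that limit; inconclusive = mean reaches 50% but only one of two replicates passes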;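 note: firefly luciferase signal divided by Alamar Blue viability fluorescence both relative to DMSO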
INS-1E GSIS act: GLuc luminescence reporter in INS-1E cells, primary screen for activators of glucose-dependent secretion of insulin. INS-1E GLuc reporter insulin secretion, 2-3 h. activation, % at 16.6 µM. 0.61% of 370,000 active;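 active = lowest replicate activation of at least 40%, so every replicate reaches that level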;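 note: 0% = median of neutral control wells and 100% = median of IBMX positive control wells; some compounds called inactive have numbers as strong as hits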
miR-122 sensor: miR-122 Renilla sensor signal increase in Huh7, primary screen, miR-122 inhibitor project, cell-based, single point, plate reader; Huh7 miR-122 Renilla luciferase sensor, 48 h; neutral wells = 0, positive control = 100; activation (reporter increase), % at 12.5 µM; 0.3% of 340,000 active; AID 602342, 2012;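 active = mean replicate activation score at least 90 and every replicate individually at or above 90; inconclusive = only one of the two criteria met; inactive = neither criterion met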;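 note: higher luciferase means less miR-122 activity so hits act as miR-122 inhibitors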
Active calls of the source: *; ? = inconclusive; . = no result given; & = joins results of further samples; [ ] = another dose, or the depositor's remark.

Results follow in this order: DENV2 CPE rescue	FN deposit inh	PAX8 inh HTS	F508del corr	EWS-Fli inh	INS-1E GSIS act	miR-122 sensor
1: C[C@@H]1CN([C@H](C)CO)C(=O)c2cccc(NC(=O)Nc3cccc4ccccc34)c2O[C@@H]1CN(C)S(=O)(=O)c1ccc(Cl)cc1
    -1	.	84*	1.5	-2	-13	.
2: CCCC#Cc1ccc([C@H]2[C@H]3CN(C(=O)c4ccccn4)CC(=O)N3[C@H]2CO)cc1
    -8	.	.	-0.2	-5	12	.
3: CC(=O)Nc1ccc(-n2cc(-c3ccccc3)[nH]c2=S)cc1
    3	-11	-34	2.8	6	-5	-1
4: CC(C)NC(=O)c1ccccc1NC(=O)CCc1ccccc1
    .	6	16	.	.	.	-24
5: Cc1ccc2c(c1)C(=O)c1c(C(=O)O)cccc1-2
    -2	4	22	2.6	3	1	.
6: CCC(=O)N1CCCCN2[C@H](CO)[C@@H](c3ccc(C#Cc4ccccc4)cc3)[C@H]2C1
    -1	.	-3	-1.1	-18	1	2[16.7 µM]
7: CO[C@H]1CN(C)C(=O)c2ccc(NC(=O)C3CC3)cc2OC[C@@H](C)N(C(=O)c2cnccn2)C[C@H]1C
    6	-3	.	-1.1	5	15	6[16.7 µM]
8: COc1ccc(S(=O)(=O)N(C)C[C@@H]2OCCCC[C@@H](C)Oc3ccc(NC(=O)Nc4cccc5ccccc45)cc3C(=O)N([C@@H](C)CO)C[C@H]2C)cc1
    6	.	-9	2.1	-16	7	0[16.7 µM]
9: O=C(NC(=S)N(CCc1ccccc1)CCc1ccccc1)c1ccco1
    .	-3	1	.	.	-11	63
10: CC1CCCN(C(=O)/C(=C/c2ccco2)NC(=O)c2ccccc2)C1 (stereo not given)
    6	2	0	2.7	2	-15	.
11: CCCn1c(CNC(=O)c2cccs2)nc2ccccc21
    0	3	8	-3.0	1	4	1
12: CN(CC(=O)Nc1ccc(Cl)c(C(F)(F)F)c1)C(=O)c1ccc(OCC2CCCO2)cc1 (stereo not given)
    8	-2	10	1.5	22	-37	.
13: Cn1cnc(CCNC(=O)C[C@@H]2CC[C@H]3[C@@H](COC[C@H](O)CN3C(=O)Nc3ccc(Cl)cc3)O2)c1
    -5	-9	-4	2.9	-11	-2	5[16.7 µM]
14: O=C(O)c1cccc(CSc2nnc(-c3ccc(Cl)cc3)o2)c1
    5	2	-9	2.3	34	-3	0
15: O=C(NCc1ccc(F)cc1)C(=O)NCC1OCCN1S(=O)(=O)c1cc(F)ccc1F (stereo not given)
    -2	3	6	-2.1	-1	16	-3
16: O=C(COc1ccc2c3c(c(=O)oc2c1)CCC3)NC1CCN(Cc2ccccc2)CC1
    -5	9	-7	0.6	2	-1	-4
17: O=C(NCC[C@H]1CC[C@H](NC(=O)c2cccnc2)[C@H](CO)O1)Nc1ccc(C(F)(F)F)cc1
    ?	-10&5	14	-0.4	-5	-7&17	.
18: O=C(CC[C@H]1O[C@@H](n2ccc(=O)[nH]c2=O)[C@H](O)[C@@H]1O)N1CCN(Cc2cccc3ccccc23)CC1
    0	10	14	-4.2	2	2	5
19: COc1ccc(N2C(=O)CC(Sc3nc(C)cc(C)n3)C2=O)cc1OC (stereo not given)
    -1	-3	9	1.5	9	7	-4
20: O=C(Cc1ccsc1)NNC(=O)c1ccc(F)cc1
    ?	10	0	1.7	-1	-6	-3
21: C[C@@H]1CN([C@H](C)CO)C(=O)Cc2cc(NC(=O)c3ccncc3)ccc2O[C@@H]1CN(C)Cc1ccc(C(=O)Nc2ccccc2N)cc1
    -2	.	-15	-2.5	33	-1	.
22: COC(=O)c1c(N2C(=O)CC(Sc3ccccc3C(=O)O)C2=O)sc(C)c1C (stereo not given)
    0	-1	1	0.5	6	-18	7
23: COc1ccc(NC(=O)Nc2cccc3c2O[C@@H](CN(C)Cc2ccc4c(c2)OCO4)[C@H](C)CN([C@@H](C)CO)C3=O)cc1
    ?	.	1	-0.7	.	-9	26[16.7 µM]
24: CC1CN(C(=O)c2cc3cc([N+](=O)[O-])ccc3s2)CC(C)O1 (stereo not given)
    5	3	-37	-1.2	-2	26	.
25: CCSc1nc2cc(S(=O)(=O)N3CCOCC3)ccc2o1
    -5	-8	-12	1.6	3	20	-3
26: Cc1ccccc1C(OCC(O)CN1CCCCC1CCO)c1ccccc1 (stereo not given)
    .	1	19	.	.	.	2
27: COc1ccccc1-c1cc2c(c3c1ccn3C)C1CCC2C1 (stereo not given)
    -3	-5	-1	4.5	-6	-3	7
28: C/C(=N\Nc1ccc(S(N)(=O)=O)cc1[N+](=O)[O-])c1cccs1
    8	0	-8	4.9	-13	25	-6
29: C[C@@H]1CN([C@@H](C)CO)C(=O)c2cc(NC(=O)Nc3ccccc3)ccc2O[C@H]1CN(C)Cc1ccc(C(=O)O)cc1
    -3	.	-18	-1.8	-6	1	2[16.7 µM]
30: CC(C)(C)c1ccc(C#C[C@@H]2C=C[C@H](O)[C@@H](COC(=O)Nc3ccccc3)O2)cc1
    ?	3	39	1.5	3	.	.
31: O=C(CSc1ncnc2ccccc12)Nc1cc(S(=O)(=O)N2CCCCC2)ccc1Cl
    .	.	48	.	.	-42	2
32: CC1CCN(C(=O)CN2c3cccc4cccc(c34)S2(=O)=O)CC1
    ?	-3	8	2.3	-5	8	.
33: O=C(NCCNc1ccc([N+](=O)[O-])cc1)c1cc(F)c(F)cc1Cl
    1	-19	2	1.7	-5	-32	-4
34: CC(C)C[C@H]1CNC(=O)C(=O)N1C[C@@H]1CCCN1C[C@H](Cc1ccccc1)N1C[C@H](CC(C)C)N(CC2CCCCCC2)C(=O)C1=O
    -5	0	-5	-4.2	4	.	.
35: O=C(COC(=O)CCc1c[nH]c2ccccc12)NCc1ccc2c(c1)OCO2
    3	8	-19	-1.8	-19	18	.
36: O=C(Nc1ccccc1)N[C@@H]1CC[C@H](CCNC(=O)c2ccccc2F)O[C@@H]1CO
    -3	.	-1	0.5	4	5	.
37: CO[C@@H]1CC[C@H]2CCN(C)C(=O)[C@@H](C)N(C)C(=O)c3cc(C#N)ccc3OC[C@@H]1O2
    6	-4	-12	.	1	-6	.
38: C[C@@H]1CN([C@H](C)CO)C(=O)Cc2cc(NC(=O)Cc3cn(C)c4ccccc34)ccc2O[C@@H]1CN(C)C(=O)Nc1ccccc1
    0	.	7	3.6	3	-8	-4[16.7 µM]
39: O=C(NCCCN1CCCC1=O)NC1CCCCC1
    .	-10	6	.	.	28	-4
40: C[C@@H]1CN([C@H](C)CO)C(=O)c2cccc(NC(=O)c3ccncc3)c2O[C@@H]1CN(C)S(=O)(=O)c1ccccc1
    7	3	16	-2.0	-13	4	-6[16.7 µM]
41: O=C(C[C@@H]1C=C[C@@H](NC(=O)c2ccncc2)[C@H](CO)O1)NCCc1ccncc1
    4	0	.	-0.1	-2	2	.
42: CCc1noc(C)c1C(=O)NCCc1ccccc1
    6	-9	-120	-1.3	-71	16	-4
43: CCN(CC(=O)Nc1c(F)cccc1F)C(=O)c1ccc(-c2ccc(C(C)=O)cc2)o1
    7	0	-35	1.1	-26	1	3
44: CN(C)C(=O)C[C@H]1CC[C@@H]2[C@H](COC[C@@H](O)CN2CC2CCCC2)O1
    12	0	-8	-1.5	6	12	-4[16.7 µM]
45: O=C(NCCCN1CCOCC1)c1cc(-c2ccc(Cl)c(Cl)c2)on1
    1	4	1	-0.3	-13	-7	-3
46: CC1(C)CC(=O)c2cc(NC(=O)c3ccc(F)cc3)c(=O)oc2C1
    -1	1	30	-2.8	2	2	.
47: COc1ccc(N=C2S/C(=C\c3ccc(OC(C)C(=O)O)c(OC)c3)C(=O)N2CCc2c[nH]c3ccccc23)cc1 (stereo not given)
    0	-1	21	0.8	9	3	.
48: O=C(Nc1ccc(Br)cc1)c1cccc(N2C(=O)C3CCCCC3C2=O)c1 (stereo not given)
    -1	.	-14	-0.5	.	2	3
49: C[C@@H]1CN([C@H](C)CO)C(=O)c2cccc(NC(=O)c3nc4ccccc4s3)c2O[C@@H]1CN(C)Cc1ccc(C(=O)Nc2ccccc2N)cc1
    8	4	.	-0.8	27	3	?
50: COc1ccccc1N=CC=C1OC(C)(C)C(C)(C)O1
    -1	-2	-24	0.7	-14	-14	.

Later entries:
Results follow in this order: DENV2 CPE rescue	FN deposit inh	PAX8 inh HTS	F508del corr	EWS-Fli inh	INS-1E GSIS act	miR-122 sensor
51: C=CCNC(=O)c1ccc(C2SCC(=O)N2Cc2ccco2)cc1 (stereo not given)
    -7	-7	-59	-0.7	0	8	.
52: Cn1c(=O)c2c(O)c(C=NCc3ccccc3)c(=O)n(C)c2n(C)c1=O
    5	-9	16	-0.6	10	.	3
53: C[C@H](CO)N1C[C@H](C)[C@H](CN(C)C(=O)C2CCCCC2)OCCCC[C@H](C)Oc2ccc(NC(=O)c3ccccc3)cc2C1=O
    -2	.	.	-1.7	0	-18	-8[16.7 µM]
54: C[C@@H]1CN([C@@H](C)CO)C(=O)Cc2cc(NC(=O)Nc3ccc(C(F)(F)F)cc3)ccc2O[C@@H]1CN(C)S(=O)(=O)c1ccccc1
    7	.	-4	5.2	-11	-24	.
55: CO[C@@H]1CN(C)C(=O)c2ccc(NS(=O)(=O)c3ccc(C)cc3)cc2OC[C@H](C)N(Cc2nccs2)C[C@H]1C
    4	-8	34	-1.9	13	-16	.
56: O=C(COC(=O)Cc1c(Cl)cccc1Cl)NCCC1=CCCCC1
    -2	8	-2	4.5	-2	.	-3
57: C[C@H](CO)N1C[C@H](C)[C@H](CN(C)C(=O)NC2CCCCC2)Oc2ncc(-c3ccccc3F)cc2C1=O
    2	6	.	-4.6	-2	-21	-7[16.7 µM]
58: Cc1ccc(N(CC(=O)NC(C)C)C(=O)CCC(=O)Nc2ccccn2)c(C)c1
    -4	-2	-10	-0.6	-13	-2	-4
59: O=C(O)COCC(=O)Nc1cc(C(F)(F)F)cc(C(F)(F)F)c1
    0	0	-8	0.8	-7	-6	.
60: O=C(O)c1cc(NS(=O)(=O)c2ccc(F)cc2)cc(NS(=O)(=O)c2ccc(F)cc2)c1
    -4	-6	-2	-1.0	-2	-7	.
61: CNC[C@H]1Oc2ccc(NC(=O)NC(C)C)cc2CC(=O)N([C@H](C)CO)C[C@H]1C
    -1	.	1	2.6	0	26	-5[16.7 µM]
62: CC(=O)N1CC(=O)N2[C@H](CO)[C@@H](c3ccc(-c4cccc(C(=O)N(C)C)c4)cc3)[C@@H]2C1
    8	.	-18	-1.2	-15	13	.
63: Nc1ccc(S(=O)(=O)NC2=NCCCCC2)cc1N
    -1	8	10	1.2	7	-38	8
64: C[C@@H]1CN([C@@H](C)CO)C(=O)c2cc(C#CC3CC3)cnc2O[C@@H]1CN(C)C(=O)Cc1ccccn1
    6	.	.	-1.9	-4	3	-3[16.7 µM]
65: CC(=O)c1ccc(Nc2ncnc3ccc(Br)cc23)cc1
    -1	.	-4	-0.4	-10	.	0
66: CC(Oc1ccc(C#N)cc1)C(=O)c1ccc(F)c(F)c1 (stereo not given)
    0	.	4	1.1	9	-3	-7
67: Cc1cc(C)c2c(CCl)cc(=O)oc2c1
    0	4	23	1.0	?	12	1
68: CCOc1ccccc1NC(=S)N1CCC(c2nc3ccccc3o2)CC1
    .	-4	4	-3.3	7	-3	-2
69: CCCC#Cc1cnc2c(c1)C(=O)N([C@H](C)CO)C[C@@H](C)[C@H](CN(C)Cc1ccncc1)O2
    -2	-6	-11	.	-7	29	7[16.7 µM]
70: O=C(C1CCC1)N1CC(=O)N2[C@H](CO)[C@H](c3ccc(C#Cc4cccc(F)c4)cc3)[C@H]2C1
    3	6	-8	4.6	2	12	.
